Screens deposited in PubChem by University of Kansas High Throughput Screening Laboratory.
Pf apPOL inh: Pf-apPOL DNA polymerase inhibition. Recombinant Pf-apPOL, molecular beacon fluorescence, 1.5 h. inhibition, % at 10 µM. actives 0.25% (n = 210,000). AID 1794808
mHTT-CaM PPI inh: inhibitors of human mutant huntingtin-calmodulin interaction. P42858. AlphaScreen His-mHTT/GST-CaM binding, luminescence. inhibition, % at 15 µM. actives 3.6% (n = 190,000). AID 1671202;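 also: 0% = both proteins with DMSO and 100% = one protein alone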
Numbers without * were called inactive; nt = not tested or not shown; & = joins results of further samples. Rule as the data show it: active = inhibition above about 50%; inactive = the rest. Not a hit list, and some 3.6% of all compounds hit somewhere here.

SMILES	Pf apPOL inh	mHTT-CaM PPI inh
Cc1oc(C23CC4CC(CC(C4)C2)C3)cc1C(=O)O	nt	1
CC1CCCN(CC(O)CN)C1 (stereo not drawn)	nt	-6
COc1ccccc1/C=C/CN(C)CCN(C)C	7	4
O=C(Nc1nnc(-c2cccc([N+](=O)[O-])c2)s1)Nc1ccc(Cl)cc1Cl	-3	-1
COc1ccc(NC(=O)CCCOc2ccc(Cl)cc2)c(OC)c1	-5	0
O=C(c1ccc(S(=O)(=O)N2CCCCC2)cc1)N1CCCCC1	-8	-7
Cc1ccccc1CN1CCc2nc(Nc3ccccc3)ncc2C1	-2	0
O=C(NCC(O)(c1ccccc1)C(F)(F)F)C1CCC1 (stereo not drawn)	-5	-10
Cc1ccc(C2CC(=O)c3cnn(-c4nc(C)cc(C)n4)c3C2)cc1 (stereo not drawn)	-3	42
COc1ccc(CC(=O)NCC2COC3(CCCCC3)O2)cc1OC (stereo not drawn)	-2	-1
CCN(CC)CCC(=O)Nc1cccc2c1OCO2	6	-2
COc1ccc(NC(=O)c2ccccc2NC(=O)c2ccco2)c(OC)c1	-12	10
O=C(O)C1CC=CCC1C(=O)NC12CC3CC(CC(C3)C1)C2 (stereo not drawn)	0	-2
COc1ccccc1-n1nc(C(=O)N(C)c2ccc(Cl)cc2)c2ccccc2c1=O	-2	22
O=C(C1c2ccccc2Oc2ccccc21)N1CCN(c2ncccn2)CC1	0	2
COCCN1CCC(N2CCCN(C(=O)C3(c4ccccc4)CC3)CC2)C1=O (stereo not drawn)	-2	11
O=C1c2ccccc2C(=O)N1CCN1CCN(CCN2C(=O)c3ccccc3C2=O)CC1	-2	-2
CCCc1[nH]nc2c1C1(CCC3(CC1)OCCO3)C(C#N)=C(N)O2	nt	-2
CCc1ccc(C(=O)N2CCC(COc3ccc(C(=O)NC4CC4)cc3)CC2)cc1	-7	11
COc1ccc(NC(=O)C(Cl)Cl)cc1OC	-6	2
Cc1ccc2cccc(OCc3ccccc3)c2n1	10	-6
C=CCc1cc(OC)ccc1OCCCCn1ccnc1	-3	14
COCCC1CCN(C(=O)Cc2cccs2)CC1	0	-6
COc1ccc2nc(-c3ccc(Cl)c(NC(=O)NC4CCCCC4)c3)cn2n1	-6	16
Cn1c(OCc2cccnc2)nc2c1c(=O)n(Cc1ccc(Br)cc1)c(=O)n2C	0	1

Reprinted at random: 7 entries already listed.
SMILES	Pf apPOL inh	mHTT-CaM PPI inh
O=C(O)C1CC=CCC1C(=O)NC12CC3CC(CC(C3)C1)C2 (stereo not drawn)	0	-2
COc1ccc(CC(=O)NCC2COC3(CCCCC3)O2)cc1OC (stereo not drawn)	-2	-1
COc1ccccc1/C=C/CN(C)CCN(C)C	7	4
CCc1ccc(C(=O)N2CCC(COc3ccc(C(=O)NC4CC4)cc3)CC2)cc1	-7	11
Cc1ccccc1CN1CCc2nc(Nc3ccccc3)ncc2C1	-2	0
C=CCc1cc(OC)ccc1OCCCCn1ccnc1	-3	14
COCCC1CCN(C(=O)Cc2cccs2)CC1	0	-6

Returning to the listing, starting 5 compounds before the break.
SMILES	Pf apPOL inh	mHTT-CaM PPI inh
Cc1ccc2cccc(OCc3ccccc3)c2n1	10	-6
C=CCc1cc(OC)ccc1OCCCCn1ccnc1	-3	14
COCCC1CCN(C(=O)Cc2cccs2)CC1	0	-6
COc1ccc2nc(-c3ccc(Cl)c(NC(=O)NC4CCCCC4)c3)cn2n1	-6	16
Cn1c(OCc2cccnc2)nc2c1c(=O)n(Cc1ccc(Br)cc1)c(=O)n2C	0	1
O=C(Nc1cc(Cl)ccc1F)C1CCN(c2nnc3ccccn23)CC1	-7	1
Oc1c(Br)cc(Br)cc1C=Nc1cc(Cl)ccc1Cl	nt	5
CCCCCCOC(=O)Nc1nnc(SCC)s1	nt	2
CCCN1CCN(CCCNC(=O)CCCN2C(=O)CCn3nc(C)cc32)CC1	-2	-2
O=C1Nc2cc(Cl)c(Cl)cc2N(O)N1c1ccc(F)cc1	-1	0
COc1cc(C(=O)Nc2ccccc2)c2ccccc2n1	3	-16
O=C1Nc2ccccc2C1(O)c1ccccc1 (stereo not drawn)	5	nt
CC(NC(=O)c1ccccc1)c1nc(-c2cccc(Cl)c2)no1 (stereo not drawn)	1	-8
CCN1C(=O)C(C)(C(=O)NCc2cccc(OC)c2)Oc2cccnc21 (stereo not drawn)	-4	-5
Cc1cccc(N2C(N)=C(C#N)C(c3cccnc3)C3=C2CCCC3=O)c1 (stereo not drawn)	-1	-4
O=S(=O)(NCC1CCN(Cc2cccs2)CC1)c1ccc2c(c1)OCCO2	-8	2
O=C(O)CCCCn1c(SCc2cc(=O)n3ccccc3n2)nc2ccsc2c1=O	-6	10
C=C(C)CC1C(=O)N(S(=O)(=O)c2ccccc2Cl)N=C1C (stereo not drawn)	8	nt
O=C(O)c1ccc(O)c(C=Nc2ccc(Br)cc2)c1	0	85*
O=C(CSC1=NS(=O)(=O)c2ccccc2N1)NCC1CCCO1 (stereo not drawn)	-2	-8
O=C(O)CCCC(=O)Nc1ccc(Cl)cc1	2	0
Cc1oc(C(=O)O)cc1COc1ccc2c(C)c(C)c(=O)oc2c1	10	3
O=C(Nc1ccc(F)cc1)c1cccc(C(=O)Nc2ccc(F)cc2)c1	-5	-8
CC1(C)N=C(N)NC(Nc2ccc(Cl)cc2)=N1	4	-4
O=C(NCc1ccccn1)C1CN(S(=O)(=O)c2cccnc2)CC12CCCCC2 (stereo not drawn)	-1	0
Cc1occc(=O)c1OS(=O)(=O)c1ccccc1	-4	2
Cc1occc1C(=O)Nc1nc(-c2ccccc2)c(C)s1	-5	8
CCC(=O)N1CCc2cc(-c3ccc(C(=O)NC)cc3)ccc21	2	5
CCCNC(=O)c1cn2ccnc(-c3ccc(C)cc3)c2n1	5	15
O=C(Nc1ccc(SCC(=O)N2CCc3ccccc32)nn1)c1cccs1	-8	-8
New compounds follow
SMILES	Pf apPOL inh	mHTT-CaM PPI inh
COc1ccc(N(CC(=O)Nc2cccc([N+](=O)[O-])c2)S(C)(=O)=O)c(OC)c1	0	8
CC(C)NC(=O)N1CCCC(C)(C(=O)NCc2ccccc2)C1 (stereo not drawn)	-1	-7
CC(C)OC(=O)c1ccccc1-c1ccccc1C(=O)O	-3	0
COc1ccc2nc(NC(=O)/C=C/c3ccc([N+](=O)[O-])cc3)sc2c1	-1	-2
O=C(NCCCCCCNC(=O)NCc1ccc2c(c1)OCO2)NCc1ccc2c(c1)OCO2	-2	-5
CCCc1cc(C2CCCN2C(=O)c2ccn(C)n2)no1 (stereo not drawn)	1	-4
COc1nc(-c2ccc(Cl)cc2)nc2ccccc12	-5	-25
COc1ccc(C2CCCN2C(=O)Nc2ccc(F)cc2)cc1OC (stereo not drawn)	-1	-3
COc1ccc(CCNC(=O)C(C)Oc2cccc(Cl)c2)cc1OC (stereo not drawn)	6	18
CCN1C(=O)C2C(c3ccccc3O)NC(CCSC)(C(=O)O)C2C1=O (stereo not drawn)	-8	-2
NCCNC(=O)Cn1cc([N+](=O)[O-])cn1	nt	-6
CCc1ccc(C(=O)/C=C/Nc2cc(C)ccc2O)cc1	6	12
O=C(Cn1c(=O)n(Cc2ccc(F)cc2)c(=O)c2ncccc21)NCC1CCCO1 (stereo not drawn)	-10	-2
O=C(O)c1ccc2c3c1C1C=CCC1CN3CC1CC=CC21 (stereo not drawn)	12	16
COc1ccc(N=Cc2cc(I)cc(C)c2O)cc1Cl	-1	-2
O=C(Nc1ccccc1CO)c1ccccc1F	-8	1
CC(C)CCn1c(SCC(O)CO)nc2c1c(=O)[nH]c(=O)n2C (stereo not drawn)	0	-3
Cn1cc([N+](=O)[O-])c(C(=O)Nc2ccc(Cl)cc2)n1	3&-26	-2&-7
O=C(Nc1ccccc1)O[C@@H]1C[C@H]2CCC(=O)N3CC[C@@H](C1)[C@@H]23	-5	-6
CC1CN(C(=O)NC2CCCC2)CC1c1nc(-c2ccncc2)no1 (stereo not drawn)	3	3
CCCc1cc(C2CCCN2C(=O)Nc2ccc(C)cc2)no1 (stereo not drawn)	-7	-2
O=C(c1ccc(-n2cccc2)cc1)N1CCN(c2ccccc2F)CC1	23	0
Nc1nnc(SCC(=O)c2cccc(Cl)c2)s1	3	-7
COc1ccc(CCNC(=O)N(Cc2ccsc2)Cc2ccccn2)cc1	-15	-15
COc1ccc(C2CC(c3ccccc3)=NN2C(=O)CN2CCCCC2C)cc1 (stereo not drawn)	1	47

Single values from the list.
Cn1cc([N+](=O)[O-])c(C(=O)Nc2ccc(Cl)cc2)n1 – mHTT-CaM PPI inh = -2&-7
CC1CN(C(=O)NC2CCCC2)CC1c1nc(-c2ccncc2)no1 (stereo not drawn) – mHTT-CaM PPI inh = 3

Continuation:
SMILES	Pf apPOL inh	mHTT-CaM PPI inh
CC(=O)Nc1nc(-c2cc3cc(Cl)cc(Cl)c3oc2=O)cs1	98*	3
O=C(NCCc1ccccc1)N1CC2CC(NS(=O)(=O)c3cccs3)C1C2 (stereo not drawn)	-5	2
O=C(CSc1nnc(NC(=O)c2cccc([N+](=O)[O-])c2)s1)Nc1nccs1	0	-20
Cc1cc(Oc2ccc(NC(=O)CC(C)(C)C)cn2)ccc1F	-4	-25
Cc1nnc2ccc(S(=O)(=O)N(Cc3ccccc3)c3ccc(F)cc3)cn12	-3	-2
COc1ccc(N(CC(=O)Nc2ccc(OC)c(OC)c2)S(C)(=O)=O)cc1Cl	-4	7
O=C1C2=C(c3ccccc3)c3cc(F)ccc3C2Sc2ccccc21 (stereo not drawn)	-8	nt
COc1cc(OC)cc(-n2nc(C(=O)N3CCC(C)CC3)c3ccccc3c2=O)c1	-2	25
COc1ccc(C(=O)Nc2cccc(-c3nc4ncccc4o3)c2C)cc1Cl	1	-4
CN(C)CCSc1nc(-c2ccccc2)nc2c1CCC2	nt	7
Cc1ccc(-c2nnc(-c3cccc(S(=O)(=O)N4CCOCC4)c3)o2)cc1	1	-1
O=C(NCCCN1CCCCC1)c1cn2c(n1)CSCC2	-1	20
CC(C)n1cnc2cc(CNC(=O)c3ccc4c(c3)OCO4)ccc21	2	7
Cc1cc(C)c2c(c1)[nH]c1nnc(SCC(=O)Nc3ccc(Cl)cc3)nc12	-3	21
CC(C)C[C@@H]1COc2cccc(N3CCCC3)c2S(=O)(=O)N1	-4	-6
COc1ccc(-c2noc(C3CCCN3C(=O)Cc3cccc(F)c3)n2)cc1 (stereo not drawn)	1	-6
O=C(C1CC(=O)N(c2ccc(F)c(Cl)c2)C1)N1CCc2c(nc[nH]c2=O)C1 (stereo not drawn)	-7	-1
O=C(CSCc1ccccc1Cl)Nc1cccc([N+](=O)[O-])c1	-2	9
CCCOc1ccc(S(=O)(=O)NC2CCCCC2)cc1	-9	-6
Cn1ccc2c(-c3ccc(F)nc3)cc3c(c21)C1CCC3C1 (stereo not drawn)	5	28
O=C(CN1C(=O)/C(=C/c2ccc(C(F)(F)F)cc2)Sc2ccccc21)NCc1ccccn1	-8	32
CC1(C)CC(=O)c2sc(NC(=O)c3cccc(C(F)(F)F)c3)nc2C1	7	1
Cc1cc(NC(=O)c2cc3n(n2)C(C(F)(F)F)CC(C2CC2)N3)no1 (stereo not drawn)	0	-3
CC(=O)Nc1nc2c(Br)cccc2s1	2	6
O=[N+]([O-])c1ccc2c(c1)C=C1CCCCC1(N1CCOCC1)O2 (stereo not drawn)	-3	-2
(more compounds)
SMILES	Pf apPOL inh	mHTT-CaM PPI inh
CCC1=NN(C(=O)c2cccc(OC)c2)C(O)(c2ccc(Br)cc2)C1 (stereo not drawn)	-6	49
O=C(NCCc1ccccc1)Oc1ccc(Cl)cc1	-15	nt
Fc1ccccc1OCCCCN1CCCCC1	-3	0
Cc1ccc(Br)cc1N1CCC(C(=O)NCc2cccnc2)C1=O (stereo not drawn)	1	2
Cc1ccccc1CC(=O)Nc1ccc2c(c1)CCC(=O)N2CC(C)C	-2	6
COc1cc(Br)c(-c2c(-c3ccc(Cl)cc3)cn3ccc4cc(OC)c(OC)cc4c23)cc1OC	nt	27
CCOc1ccccc1NC(=O)c1cc2n(n1)CCCN(Cc1ccc(F)cc1)C2=O	9	2
O=C1CC(c2ccccc2)CC2=C1C(c1ccc(Cl)s1)Nc1ccccc1N2 (stereo not drawn)	-3	32
O=C1Cc2ccccc2C(c2ccccc2Cl)N1 (stereo not drawn)	-2	-4
Cc1ccc(OCC(=O)NC2CCCC2)c(C)c1	6	-5
COc1ccc(-c2noc(C3(NC(=O)c4ccco4)CCCCC3)n2)cc1	-5	-5
CCOc1ccccc1NC(=O)c1c(NCc2ccccn2)sc2c1CCCC2	-27	30
O=C(NCCCCc1ccccc1)c1cccc(NC(=O)C2CCCC2)c1	-6	-13
Cc1ccc(C2Cn3nnc(C(=O)Nc4ccc(Br)cc4)c3CO2)cc1 (stereo not drawn)	-4	5
CCOc1ccc(N(C(=O)CC)C2C=CS(=O)(=O)C2)cc1 (stereo not drawn)	-11	2
Cc1nc2ccccc2c(=O)n1CCCO	-6	-7
Cc1ccc(C)c2sc(N(C)CC(=O)Nc3ccc(-n4cnnn4)cc3)nc12	-10	6
CSCc1csc(NC(=O)COc2ccc(Cl)cc2)n1	3	8
O=C(Nc1nc(-c2ccccn2)cs1)c1ccccc1[N+](=O)[O-]	-131	100*
CCCCNC(=S)N1CCc2cc(OC)c(OC)cc2C1COc1cc(C)cc(C)c1 (stereo not drawn)	-2	12
N=c1scc(-c2ccccc2)n1-c1cc(C(F)(F)F)ccc1N1CCOCC1	-11	nt
COc1cccc(C(=O)Nc2nnc(-c3ccc([N+](=O)[O-])cc3)s2)c1	-4	-4
O=C(NCCN1CCOCC1)c1cc2n(n1)CCCN(Cc1ccc(F)cc1)C2=O	5	2
CCOC(=O)CC(=O)Nc1ccn[nH]1	-5	nt
O=C1S/C(=C\c2ccc(F)cc2)C(=O)N1c1ccccc1	-9	-2

In the list so far, two have a cyano group:
SMILES	Pf apPOL inh	mHTT-CaM PPI inh
CCCc1[nH]nc2c1C1(CCC3(CC1)OCCO3)C(C#N)=C(N)O2	nt	-2
Cc1cccc(N2C(N)=C(C#N)C(c3cccnc3)C3=C2CCCC3=O)c1 (stereo not drawn)	-1	-4
